PME-1 inh: blocks human protein phosphatase methylesterase 1 | recombinant PME-1, FP-Rh probe fluorescence polarization | inhibition, % at 5.9 µM | 320,000 tested, 0.53% active | AID 2130;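 active = inhibition above the campaign mean of all compounds plus 3 SD, cut at about 26% in these data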;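 note: competitive labeling of PME-1 active site by serine hydrolase directed probe; 0% = PME-1 with DMSO and 100% = wells lacking PME-1 enzyme; inhibitors block probe labeling so polarization falls and inhibition rises; many of its hits are not listed in these tables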
Target sequence (Q9Y570 whole entry, looked up): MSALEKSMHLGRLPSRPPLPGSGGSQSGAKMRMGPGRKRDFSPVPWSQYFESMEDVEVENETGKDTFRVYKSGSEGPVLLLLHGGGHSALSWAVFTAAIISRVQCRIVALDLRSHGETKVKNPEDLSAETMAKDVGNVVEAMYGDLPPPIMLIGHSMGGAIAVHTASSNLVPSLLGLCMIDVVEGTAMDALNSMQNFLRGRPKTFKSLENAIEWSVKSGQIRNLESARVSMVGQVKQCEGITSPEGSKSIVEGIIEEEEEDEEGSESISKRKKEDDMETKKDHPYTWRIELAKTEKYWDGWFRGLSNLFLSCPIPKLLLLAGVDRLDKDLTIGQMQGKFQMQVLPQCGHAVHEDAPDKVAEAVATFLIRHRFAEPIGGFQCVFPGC
Efflux pump inh: inhibitors of Candida antifungal efflux pumps expressed in yeast | 330,000 tested, 0.44% active | inhibition, % at 10 µM | S. cerevisiae Candida pump triplex, Nile Red efflux | AID 485275;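 active = plate passing quality check with inhibition over a set limit, or well fluorescence over plate mean plus 4 SD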;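 note: Nile Red retained in pooled yeast measured as flow cytometry median fluorescence; 0% = buffer negative control and 100% = Enniatin B positive control; higher means more Nile Red kept so more efflux inhibition; some compounds called inactive have numbers as strong as hits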
MCL1-BIM inh: disrupts human MCL1 binding to BIM-BH3 peptide | GST-MCL1 / FITC-Bim-BH3 fluorescence polarization | inhibition, % at 10.9 µM | 320,000 tested, 0.68% active;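 active = inhibition above the mean inhibition of all tested compounds plus 3 SD, set per campaign, cut at about 40% in these data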;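 note: 0% = DMSO wells and 100% = unlabeled Bim-BH3 peptide control; higher means more loss of mP so more displacement of Bim peptide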
Target sequence (Q07820 whole entry, looked up): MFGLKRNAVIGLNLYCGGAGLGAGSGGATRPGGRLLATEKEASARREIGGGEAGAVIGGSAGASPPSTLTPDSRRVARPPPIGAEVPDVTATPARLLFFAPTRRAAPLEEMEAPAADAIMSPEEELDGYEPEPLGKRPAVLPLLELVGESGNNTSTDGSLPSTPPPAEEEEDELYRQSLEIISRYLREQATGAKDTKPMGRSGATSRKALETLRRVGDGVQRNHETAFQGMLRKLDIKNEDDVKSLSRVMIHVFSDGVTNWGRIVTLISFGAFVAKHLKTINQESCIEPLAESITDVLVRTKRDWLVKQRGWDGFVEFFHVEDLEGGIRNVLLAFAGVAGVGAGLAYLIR
GRK2 aptamer HTS: blocks RNA aptamer binding to human GRK2; inhibition of aptamer binding, % at 10 µM; bead flow cytometry, FAM-aptamer displacement from GRK2; P25098; AID 488847; 330,000 tested, 0.59% active;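 active = inhibition of aptamer binding above 40%, roughly 3 SD of noise, on plates passing a quality check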;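 note: median bead fluorescence of bound FAM aptamer so fluorescent compounds give negative values; no value below 0 was filed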
GLD-1 TGE inh: GLD-1-TGE RNA interaction inhibition (C. elegans). Q17339. purified GLD-1 + fluorescein TGE RNA, fluorescence polarization. inhibition, % at 5.96 µM. 320,000 tested, 0.44% active;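 active = percent inhibition above a per-plate cutoff, the plate mean of test compounds plus 3 SD, cut at about 30% in these data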;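 note: 0% = DMSO wells with GLD-1 and probe and 100% = wells lacking GLD-1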
Bcl-xL primary: blocks human Bcl-xL binding to Bim BH3 peptide | GST-Bcl-xL / FITC-Bim BH3 peptide fluorescence polarization | inhibition, % at 10.9 µM | 320,000 tested, 0.7% active | AID 2129;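 active = inhibition above the mean of all tested compounds plus 3 SD, cutoff set per campaign, cut at about 30% in these data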;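 note: 0% = DMSO wells and 100% = unlabeled Bim-BH3 peptide competitor; inhibitors lower millipolarization by displacing the labeled peptide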
Target sequence (Q07817 whole entry, looked up): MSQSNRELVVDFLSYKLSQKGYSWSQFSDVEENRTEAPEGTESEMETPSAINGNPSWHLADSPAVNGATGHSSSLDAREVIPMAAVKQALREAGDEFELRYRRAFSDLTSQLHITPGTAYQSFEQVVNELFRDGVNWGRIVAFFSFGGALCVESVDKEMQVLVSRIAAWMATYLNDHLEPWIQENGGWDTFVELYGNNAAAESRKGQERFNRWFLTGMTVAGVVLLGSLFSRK
Fam108B inh: blocks mouse Fam108B hydrolase in RBBP9 counter-screen | recombinant Fam108B, FP-Rh probe fluorescence polarization | inhibition, % at 9.51 µM | 300,000 tested, 0.33% active;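 active = inhibition above the screen mean inhibition plus 3 SD, computed separately per campaign, cut at about 18% in these data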;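 note: inhibitors lower polarization as less probe binds the enzyme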
VLA-4 inh: inhibition in a human VLA-4 binding assay. VLA-4 expressing cells, ligand binding flow cytometry. inhibition, % (about 7 µM as worked out from the volumes in the protocol). 330,000 tested, 0.2% active. AID 2557; in the data active = inhibition above about 50%
MEX-5 binding: C. elegans MEX-5 TCR-2 RNA binding activity. Q9XUB2. MEX-5/FITC-TCR2 RNA binding, fluorescence polarization; hits give low values. activity score (negative = inhibition of binding), % at 10 µM. 300,000 tested, 0.38% active;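 active = inhibition past about -25% in most replicates, and total fluorescence under double the plate's negative control median, limit read from the data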;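 note: 0% = DMSO and -100% = 5 µM competing unlabeled TCR2 RNA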
* hit, by the source's call; / = no result given. An excerpt, so the mix of outcomes need not match the whole.

no. | SMILES | MEX-5 binding | VLA-4 inh | MCL1-BIM inh | Fam108B inh | GRK2 aptamer HTS | Efflux pump inh | PME-1 inh | GLD-1 TGE inh | Bcl-xL primary
1 | COc1ccc2c(COC(=O)CCS(=O)(=O)c3ccc(C)cc3)cc(=O)oc2c1 | -0.9 | -2.3 | -8.4 | -2.4 | 3.0 | 0.0 | 0.7 | 5.7 | -5.8
2 | Cc1ccnc(Nc2nc(-c3ccccc3)cs2)c1 | 3.0 | -1.2 | 8.3 | 3.9 | 0.0 | 0.0 | 9.2 | 5.0 | 2.8
3 | CC(=O)Nc1cc(NC(C)=O)cc(C(=O)OCC(=O)c2ccc3c(c2)NC(=O)CO3)c1 | 0.5 | 13.1 | -0.9 | 0.0 | 2.0 | -0.1 | -2.2 | -1.9 | 0.3
4 | Cc1ccc(C(C)C)cc1OCC(=O)NC1CCCCCCC1 | 3.2 | 6.2 | -2.7 | 1.3 | 0.0 | 0.3 | -2.7 | -5.8 | 0.4
5 | OCC[C@H]1C[C@@H](O)[C@H](O)[C@@]2(CCCO2)O1 | 1.8 | -2.8 | -3.0 | 3.0 | 0.0 | -0.1 | -1.1 | 5.1 | 5.2
6 | CC(=O)c1cccc(NC(=O)COC(=O)CCc2ccc(S(=O)(=O)N3CCOCC3)cc2)c1 | 2.1 | -4.8 | 1.3 | -4.1 | 2.0 | -0.1 | 3.9 | -3.2 | -6.7
7 | COc1ccc(CCNC(=O)COc2ccc(-c3ccc(C)cc3)cc2)cc1OC | -1.4 | 3.4 | 0.6 | -0.3 | 5.0 | 0.1 | -0.9 | 1.9 | 1.6
8 | CCc1ccccc1NC(=O)Nc1cccs1 | -3.8 | 33.3 | 7.5 | -7.8 | 4.0 | 0.3 | -4.6 | -2.0 | 3.4
9 | O=C(C1CCCN(Cc2ccccc2F)C1)N1CCCC1 (stereo unspecified) | 4.3 | -48.8 | 4.1 | -0.9 | 0.0 | -0.1 | -7.1 | -3.0 | 4.3
10 | Cc1ccnc(N2C(=O)c3ccccc3C2Nc2ccc3c(c2)OCCO3)c1 (stereo unspecified) | 0.6 | -34.1 | 7.3 | 5.2 | 1.0 | -0.1 | -1.8 | -2.4 | 5.2
11 | COc1ccc(Cc2nc3ccccc3n2CC(=O)N/N=C/c2ccc(O)cc2)cc1OC | -2.3 | -10.0 | 5.3 | 0.1 | 0.0 | -0.1 | -1.8 | 5.5 | 0.8
12 | CCOc1cccc(C(=O)Nc2cccc(NC(=O)c3ccco3)c2)c1 | -0.7 | 12.1 | 4.6 | -3.1 | 1.0 | -0.2 | -5.1 | -0.2 | 9.8
13 | O=C(CCC1CCCC1)Nc1ccccc1-c1ccccc1 | -2.4 | 9.9 | 9.6 | 0.2 | 0.0 | 0.0 | -1.4 | -1.7 | 6.5
14 | CCSc1nnc(NC(=O)CSc2nc(C)cc(C)n2)s1 | -1.1 | 30.7 | -0.7 | 1.3 | 1.0 | -0.1 | -3.6 | 3.2 | 2.0
15 | Cc1ccc(/C=N/NC(=O)Cc2cccs2)o1 | -1.0 | 1.8 | 10.3 | 2.0 | 3.0 | -0.1 | 0.2 | 0.8 | 6.5
16 | Cc1cc(=O)oc2cc(OC(C)C(=O)N3CCCc4ccccc43)ccc12 (stereo unspecified) | -1.8 | 3.1 | -6.4 | -2.7 | 2.0 | 0.0 | 20.5 | -9.9 | -1.3
17 | CCOC(=O)CNC(=O)Cn1cnc2sc(C)c(S(=O)(=O)N3CCOCC3)c2c1=O | -1.4 | 6.7 | -6.2 | 0.1 | 0.0 | 0.1 | -5.1 | 7.2 | 0.9
18 | Cc1c(Cc2ccccc2)c(=O)oc2c(C)c(OCC(=O)N[C@@H](Cc3ccccc3)C(=O)O)ccc12 | -2.2 | 14.5 | 21.6 | -0.9 | 0.0 | -0.1 | 8.8 | -4.3 | 6.7
19 | Cc1csc(NC(=O)c2ccc(=O)[nH]c2)n1 | -1.2 | -11.6 | 1.7 | 1.5 | 0.0 | -0.1 | 0.4 | -5.3 | 7.5
20 | Cc1ccc2c(CNCc3ccccc3)cc(=O)oc2c1 | 3.0 | -6.1 | 2.7 | -1.5 | 0.0 | -0.1 | 0.1 | -3.6 | 3.8
21 | CC(C(=O)O)N1C(=O)c2cccc3cccc1c23 (stereo unspecified) | / | -24.7 | 5.0 | -2.7 | 6.0 | -0.2 | -2.0 | 6.4 | 5.1
22 | CSc1nc(C)cc(NC(N)=O)n1 | -3.9 | 21.7 | 0.1 | 3.2 | 1.0 | 0.1 | -3.7 | -2.6 | -1.7
23 | O=C(CCNS(=O)(=O)c1ccc(Br)cc1)NCCc1ccccc1 | -3.4 | -1.1 | -5.3 | 0.4 | 23.0 | -0.1 | 0.5 | -1.6 | 2.5
24 | CC1(c2ccc3c(c2)OCCO3)NC(=O)N(CC(=O)Nc2ccccc2)C1=O (stereo unspecified) | / | 13.9 | -4.4 | / | 3.0 | 0.0 | -1.0 | -1.4 | 0.6
25 | O=C(Nc1cc(Cl)ccc1Oc1ccccc1)c1cnccn1 | 0.2 | 1.5 | 1.6 | -3.0 | 0.0 | -0.1 | 0.4 | 3.2 | 3.1
26 | Cc1nc2nc(C)c(CCC(=O)O)c(C)n2n1 | -0.8 | -10.2 | 6.0 | -3.0 | 1.0 | -0.2 | -2.2 | -1.1 | 0.5
27 | O=C(NC(=S)NNC(=O)c1ccccc1O)c1ccc([N+](=O)[O-])cc1 | -4.5 | 3.6 | 18.2 | 11.0 | 0.0 | -0.2 | -3.6 | 2.4 | 6.5
28 | O=C(CCC1CCCN(Cc2ccc(O)c(Cl)c2)C1)NCc1ccccc1F (stereo unspecified) | 0.6 | -0.9 | -3.6 | -2.2 | 0.0 | -0.1 | -1.6 | 5.9 | -0.8
29 | O=C(CSc1cn[nH]n1)Nc1ccccc1F | 2.2 | 15.9 | 7.4 | -3.9 | 2.0 | 0.1 | 4.0 | -1.0 | 4.3
30 | COCCCNC(=S)N(CCCO)Cc1cc2cc3c(cc2[nH]c1=O)OCO3 | 1.6 | -4.0 | 12.5 | 1.4 | 0.0 | -0.1 | -3.1 | 5.6 | 6.6
31 | CC(=O)Nc1cccc(N/C=C(\C=O)c2nc3ccccc3o2)c1 | -1.2 | -7.6 | -2.3 | -4.2 | 0.0 | 0.1 | 3.1 | -7.5 | 4.2
32 | CC(C)Cc1nnc(NC(=O)CCC(=O)Nc2ccccc2)s1 | -1.4 | -7.7 | -1.3 | -5.4 | 1.0 | 0.2 | -11.9 | 5.1 | -3.0
33 | O=C(CSc1nnc(CCc2ccccc2)n1-c1ccc(Cl)cc1)NCc1ccccc1 | -6.7 | -1.8 | -0.9 | 2.3 | 0.0 | 0.0 | 10.6 | -1.7 | 1.7
34 | CC1(C)CC(=O)C=C(NCCc2c[nH]c3ccccc23)C1 | 0.4 | 3.8 | 10.4 | 0.0 | 0.0 | 0.1 | -1.4 | -2.0 | 1.4
35 | COC(=O)C1=CN(CCCN2CCCC2=O)C=C(C(=O)OC)C1c1ccccc1C(F)(F)F | 1.7 | -2.1 | -5.4 | 1.8 | 0.0 | 0.0 | 3.7 | -13.3 | -4.7
36 | O=C(NC(Cc1ccc2c(c1)OCO2)C(=O)N1CCCC1C(=O)O)c1ccccc1 (stereo unspecified) | 1.7 | -11.0 | 9.7 | 8.8 | 3.0 | 0.1 | -12.3 | 6.2 | 9.5
37 | COc1ccc(C(=O)Nc2ccc(N3CCOCC3)cc2)cc1OC | -2.0 | 6.5 | 2.6 | 0.1 | 10.0 | 0.2 | 1.7 | 3.8 | 1.6
38 | Cc1ccc(C)c(OCCC(=O)OCC(=O)NC2CCS(=O)(=O)C2)c1 (stereo unspecified) | -0.9 | -10.7 | -6.2 | 0.2 | 0.0 | -0.1 | 0.1 | -8.2 | 1.4
39 | CCC(C)NCCCOc1ccc(C)cc1OC (stereo unspecified) | -0.7 | 14.2 | 7.1 | -0.7 | 2.0 | -0.1 | -4.5 | 1.4 | 5.6
40 | CCc1noc(C)c1C(=O)N1CCN(S(=O)(=O)c2ccccc2C(F)(F)F)CC1 | / | -33.1 | -0.4 | / | 0.0 | 0.1 | 1.2 | 2.0 | 0.8
41 | O=C(CN1CCN(C(=O)c2cncn2-c2ccc(F)cc2)CC1)Nc1ccccc1C(F)(F)F | / | -0.4 | 0.8 | / | 5.0 | 0.0 | 3.1 | 3.4 | 1.0
42 | CNC(=S)N(CCc1c(C)[nH]c2ccc(C)cc12)Cc1ccc(OC)c(OC)c1 | 0.8 | -17.3 | 9.5 | 3.5 | 1.0 | -0.4 | 2.7 | 4.0 | 1.8
43 | COc1cc(OC)cc(-c2nc(-c3ccc(Br)cc3)no2)c1 | 1.4 | -19.2 | 6.4 | -0.6 | 4.0 | 0.0 | -8.6 | 9.3 | 4.6
44 | COc1ccc(NC(=O)C2=CC(c3cccs3)=NS(=O)(=O)N2C)cc1 | 1.7 | -4.9 | -6.0 | 4.7 | 2.0 | -0.1 | -0.5 | -0.6 | 0.7
45 | COc1cccc(C2CC(=O)Nc3cc4c(cc32)OCCO4)c1OC(C)C (stereo unspecified) | / | -10.4 | 7.2 | 2.7 | 4.0 | -0.4 | 6.8 | 2.6 | -0.7
46 | Cc1ccc(S(=O)(=O)N2[C@@H](c3cccc(C)c3)C(C(=O)O)=C[C@H]2CC2CCCC2)cc1 | / | 9.0 | / | / | 7.0 | 0.2 | / | 0.9 | /
47 | O=C(CSCCc1ccccn1)Nc1ccc(Br)cn1 | -1.9 | 3.3 | 2.7 | 1.1 | 1.0 | 0.6 | 3.2 | 2.6 | -4.1
48 | O=C(CCNS(=O)(=O)c1cccs1)Nc1nccs1 | -3.1 | 2.9 | -1.9 | 2.3 | 0.0 | 0.2 | -0.4 | 7.7 | -1.2
49 | O=C(O)c1ccccc1C(=O)NNc1ccc(F)cc1 | -2.5 | 3.7 | 8.3 | 6.0 | 1.0 | 0.0 | -5.6 | -3.7 | 9.4
50 | CS(=O)(=O)N(CC(=O)N1CCOCC1)c1cc(Cl)ccc1Cl | -0.3 | 0.4 | 0.6 | -1.4 | 0.0 | -0.3 | 7.3 | 4.0 | -3.2

Carrying on:
no. | SMILES | MEX-5 binding | VLA-4 inh | MCL1-BIM inh | Fam108B inh | GRK2 aptamer HTS | Efflux pump inh | PME-1 inh | GLD-1 TGE inh | Bcl-xL primary
51 | CCC(/C=N/NC(=O)c1ccccc1F)CC | 0.2 | 15.7 | 5.0 | -8.3 | 6.0 | 0.1 | -6.3 | -3.2 | 6.8
52 | COc1cccc(NC(=O)COc2cc(O)c3c(c2)OC(C)(C)CC3=O)c1 | -2.2 | -4.9 | -2.0 | -1.5 | 0.0 | -0.1 | -13.3 | 6.1 | 1.4
53 | COc1ccc(N2Cc3cccc(C(=O)NC(C)CCc4ccco4)c3C2=O)cc1 (stereo unspecified) | 0.2 | 21.7 | 5.6 | -7.7 | 5.0 | 0.0 | -4.3 | 6.3 | -0.7
54 | Cc1ccc(NC(=O)c2oc3ccccc3c2NC(=O)c2ccc3c(c2)OCO3)cc1 | / | 9.1 | -0.4 | -19.2 | 0.0 | -0.3 | -2.3 | -0.1 | 1.2
55 | CCOc1ccc([C@@H]2CC=C(C(=O)O)CN2S(=O)(=O)c2ccc(C)cc2)cc1 | / | -6.3 | -0.9 | -2.6 | 0.0 | 0.0 | 1.8 | 3.2 | 3.6
56 | COc1cccc(N2CCN(C3C4CC5CC(C4)CC3C5)CC2)c1 (stereo unspecified) | 0.6 | 6.8 | 3.3 | 10.0 | 0.0 | -0.1 | 0.8 | 3.5 | 6.9
